NCI-60 one-dose screen, 48 h, at 10 µM unless noted. Numbers give growth in % (100 = growth as untreated, 0 = no growth, -100 = all killed).
NCI-H322M = NCI-H322M lung cancer; actives 2.7% (n = 80,000)
HCT-15 = HCT-15 colon cancer | actives 5.2% (n = 82,000) | AID 1794746
SNB-75 = SNB-75 CNS cancer; actives 5% (n = 79,000)
HCC-2998 = HCC-2998 colon cancer; AID 1794799; actives 4.7% (n = 79,000)
HCT-116 = HCT-116 colon cancer; actives 7.3% (n = 82,000); AID 1794798
HT29 = HT29 colon cancer. actives 7.4% (n = 81,000)
KM12 = KM12 colon cancer cells; actives 5% (n = 82,000); AID 1794800
COLO 205 = COLO 205 colon cancer. actives 7.3% (n = 79,000)
SW-620 = SW-620 colon cancer. actives 5.2% (n = 82,000)
* hit, by the source's call; / = not tested or not shown; & = joins results of further samples. How the source made its calls: active means growth percent below 10; inactive means the rest. The list is partial (hit frequency here may not be typical).

SMILES	NCI-H322M	HCT-15	SNB-75	HCC-2998	HCT-116	HT29	KM12	COLO 205	SW-620
C/C(=C\c1ccn(-c2ccccc2N)n1)[C@@H]1C[C@@H]2O[C@]2(C)CCC[C@H](C)[C@H](O)[C@@H](C)C(=O)C(C)(C)[C@@H](O)CC(=O)O1	17	17	-4.5*	3.5*	12	15	15	-4.1*	38
CC(c1cccc(Nc2ncnc3nc[nH]c23)c1)N(CCCl)CCCl (stereo not drawn)	104	99	95	90	87	95	102	90	69
CCN(CC)C(=S)Cl	104	111	103	125	105	106	97	121	112
NC(=O)NNc1ccc([N+](=O)[O-])cc1[N+](=O)[O-]	118	107	89	105	117	105	108	109	110
CCOCCOC(=O)CCOCCN1CC1	113	108	97	106	106	107	100	102	107
CNc1ccc(C(=O)CC(O)CCC(C)C2OC(=O)CC(O)CC(=O)CC(O)CC(O)CC(O)CC(O)CC3(O)CC(O)C(C(=O)OC)C(CC(O[C@@H]4O[C@H](C)[C@@H](O)[C@H](N)[C@@H]4O)/C=C/C=C/C=C/C=C/C=C/C=C/C=C/C2C)O3)cc1 (stereo partly drawn)	1.1*	42	43	-44*	-16*	-21*	7.6*	2.9*	37
CCCCN(CCCC)CC(O)c1ccccc1I (stereo not drawn)	81	67	81	103	42	29	97	59	/
Cc1ccc2[nH]c(=S)n(-c3ccccc3)c(=O)c2c1	95	96	83	107	101	114	105	110	105
CC(=O)N1N=C(c2ccc3c(c2)OCO3)CC1c1sc(N(CCCl)CCCl)nc1Cl (stereo not drawn)	85	98	81	120	89	103	97	105	98
C/C(CC(C)(C)N1CC1)=N\NC(=O)NC1CCCCC1	116	106	112	103	107	98	112	108	116
N[C@@H](Cc1ccc(N(CCCl)CCCl)cc1)C(=O)O	117	80	72	89	82	82	95	83	78
OB(O)c1ccc(Cl)cc1	109	93	78	107	101	98	102	109	94
CNC(=O)Oc1cccc2cccnc12	/	75	90	107	77	107	99	103	94
CCSCCC(N)C(=O)O (stereo not drawn)	104	101	102	196	91	108	110	117	100
O=[N+]([O-])c1c(F)cc(F)c([N+](=O)[O-])c1F	105	98	/	100	108	111	111	113	104
CC(C)=CCC/C(C)=C/C=N\N=C(/N)N[N+](=O)[O-]	96	98	90	108	91	98	96	103	106
O=C(O)CNC(=O)CF	102	95	80	99	94	104	107	115	106
C1CCC(NCC2CCCO2)CC1 (stereo not drawn)	87	100	105	104	107	111	99	108	103
CCC(C)N1CCN(c2ccccc2OC)CC1 (stereo not drawn)	97	99	96	100	98	101	95	102	99
CCCCCCCCCCCCCCCCCCOC(=O)CCN1CC1	102	105	104	111	111	109	108	107	113
CC(=O)[O][Hg][c]1c(N)c(C)cc(C)c1F	85	-14*	32	94	26	10.0*	81	-17*	-19*
COc1ccc(-n2c(=S)[nH]c3ccc(C)cc3c2=O)cc1	109	107	98	/	117	109	111	107	100
CN(C)C(=O)Oc1ccc(Br)cc1	86	105	89	108	103	109	101	102	109
O=C1C(N2CC2)=C(N2CC2)C(=O)C(N2CC2)=C1N1CC1	3.8*	2.2*	-53*	-95*	-79*	2.4*	-59*	-100*	0.5*
Cc1c([N+](=O)[O-])cc(S(=O)(=O)O)cc1[N+](=O)[O-]	124	101	90	106	111	115	119	133	105

Reformatted comma-delimited: two of the compounds above.
smiles,NCI-H322M,HCT-15,SNB-75,HCC-2998,HCT-116,HT29,KM12,COLO 205,SW-620
C/C(CC(C)(C)N1CC1)=N\NC(=O)NC1CCCCC1,116,106,112,103,107,98,112,108,116
N[C@@H](Cc1ccc(N(CCCl)CCCl)cc1)C(=O)O,117,80,72,89,82,82,95,83,78

Later entries:
SMILES	NCI-H322M	HCT-15	SNB-75	HCC-2998	HCT-116	HT29	KM12	COLO 205	SW-620
Sc1ccc(Cl)cc1	105	105	81	109	102	98	112	107	108
O=C1C(Cl)=C(Cl)C(=O)C1(Cl)Cl	111	102	96	107	102	94	118	124	116
C=CC[Se]C(=O)c1ccc(C(=O)[Se]CC=C)s1	-64*	-43*	-97*	-86*	-78*	-7.1*	-85*	-65*	-77*
O=C1/C(=C/c2cn(Cc3ccccc3)c3ncccc23)N2CCC1CC2	89	96	81	106	87	86	97	92	95
CNc1ccccc1C(=O)O	97	104	99	96	112	98	108	106	108
COC(=O)C12CC(=O)OC1(c1ccccc1[N+](=O)[O-])N2 (stereo not drawn)	89	95	92	103	89	106	98	112	107
O=S(=O)(Cl)c1ccccc1 (tested in a mixture with another compound)	102	101	95	100	99	101	108	105	97
O=C1CC(c2ccccc2)CO1 (stereo not drawn)	101	103	95	89	101	95	106	112	101
Oc1c(I)cc(I)cc1I	110	108	88	/	/	107	110	116	107
Cc1ccc(S(=O)(=O)n2cc([C@@]3(O)C[C@H](CI)OC3=O)c3ccccc32)cc1	93	94	90	81	102	104	100	90	88
CN1C(=O)C(C2CCCCC2)C(=O)N(C)C1=O	/	102	96	105	120	101	103	107	100
O=C1c2ccccc2C(=O)N1[N+](=O)[O-]	84	110	103	87	112	102	101	116	103
c1ccc2c(c1)ccc1n[se]nc12	99	100	87	97	95	106	103	120	101
O=c1cc(N2CCNCC2)c2cc(F)ccc2[nH]1	98	101	92	101	103	104	100	115	109
CN(C)CCS(=O)(=O)C(c1ccccc1)c1ccccc1	93	95	110	104	91	104	104	116	112
O=C(O)c1ccccc1-c1c2cc(Br)c(=O)cc-2oc2[c]([Hg])c(O)c(Br)cc12	105&108	99&98	89&97	102&108	99&105	102&110	106&103	125&119	113&110
CCN(CC)C(=O)CCl	97	93	98	111	106	113	109	109	108
N#Cc1nc(-c2ccccc2)oc1N1CCC(S(=O)(=O)F)CC1	115	103	102	104	101	102	97	114	103
NP(=O)(Oc1ccccc1)c1ccccc1 (stereo not drawn)	105	106	94	95	111	101	105	104	105
CSc1nc(Cl)cc(N2CC2)n1	128	100	110	138	105	112	111	139	105
COC1=C[C@H]2[C@@H](C#N)CC3(C(=O)c4ccc(Br)cc4)C[C@H](C#N)[C@H](C1)N23 (stereo partly drawn)	99	100	96	102	96	106	100	/	102
COC1=C(Cl)C(=O)c2ccccc2C1=O	108	95	86	91	78	105	107	108	93
CCOC1=C(N2CC2)C(=O)C(OCC)=C(N2CC2)C1=O	100	103	78	/	102	102	108	101	107
CCCCNC(=O)OCC(C)(CCC)COC(N)=O (stereo not drawn)	105	101	109	103	104	118	113	114	114
O=[N+]([O-])c1ccc(OCCOc2ccc(S(=O)(=O)F)cc2)c(Cl)c1	125	78	101	93	92	80	108	107	98
Next structures:
SMILES	NCI-H322M	HCT-15	SNB-75	HCC-2998	HCT-116	HT29	KM12	COLO 205	SW-620
CN1CCCCC1C(C)(O)c1ccccc1 (stereo not drawn)	101	100	93	115	93	93	106	114	110
COC(=O)[C@]1(C)CCC[C@]2(C)c3c(cc(C(C)C)c4c3[C@@H]3[C@@H]5OO[C@@H](O5)[C@@H]3[C@H](C)N4C(=O)C(F)(F)F)CC[C@@H]12	82	83	96	104	71	65	71	99	98
CCCC(OC(C[N+](=O)[O-])C(Cl)(Cl)Cl)c1ccccc1 (stereo not drawn)	102	102	91	111	109	102	107	112	109
CC(=O)C(C)(C)C	110	96	85	114	101	100	109	115	102
C#Cc1ccc2c(c1)C(c1ccccc1F)=NCC(=O)N2C	70	28	52	65	17	16	28	18	30
CC1CN1P(=O)(Oc1ccc2ccccc2c1)N1CC1C (stereo not drawn)	108&112	103&101	95&88	105&103	110&101	109&100	114&102	113&126	104&104
N#CC1C(C#N)C2CCC1C1C2N1c1ccccc1 (stereo not drawn)	92	98	87	102	95	114	102	103	100
CCOc1ccc(C(O)CN(C)Cc2ccccc2)cc1Cl (stereo not drawn)	102	106	93	102	101	98	100	105	98
O=C1O[C@H]2CC[C@H]3SC[C@@H]1N23	93	108	102	106	107	110	105	153	110
Cn1nnnc1N	104	107	93	117	104	119	114	108	103
Cc1ccc2oc(=O)c3c(c2c1)OC(N)=C(C#N)C3c1ccco1 (stereo not drawn)	99	103	96	109	100	108	99	/	101
CC(=O)O[C@H]1CC[C@H]2[C@@H]3CC(=C(Br)Br)C4=CC(=O)CC[C@]4(C)[C@H]3CC[C@]12C	97	77	81	95	52	66	95	81	102
CC(C)CC(C)OC(=O)Cc1ccccc1 (stereo not drawn)	107	100	92	97	101	100	106	105	98
CCCCN(CCCC)CCc1ccccn1	103	102	92	116	101	97	105	118	110
O=C1NC(=O)C2(CC(C(=O)N(CCCl)CCCl)Oc3ccc(F)cc32)N1 (stereo not drawn)	104	102	103	102	105	90	96	118	105
CC(O)CSP(=S)(Oc1ccccc1)Oc1ccccc1 (stereo not drawn)	97	100	94	114	96	103	93	97	92
CCCCCN(CCCCC)N=O	105	96	81	111	105	116	109	118	102
Oc1cccc2cccnc12	95&111&104	97&110&64	90&106&101	123&103&100	113&108&48	106&106&52	103&106&102	102&105&65	103&100&48
CC1CCC2CON(C(C)(C)C)C2C1 (stereo not drawn)	98	98	92	104	96	97	108	106	111
CCCCCCNP(=O)(N1CC1CC)N1CC1CC (stereo not drawn)	107	98	100	107	103	119	108	136	93
Oc1cccc(-c2ccccc2)c1	118	106	102	100	103	122	108	105	102
O=C1Nc2ccccc2Oc2ccccc21	109	100	97	94	103	99	108	120	111
O=C(CCN1CC1)OCC1CCCO1 (stereo not drawn)	107	106	103	103	108	104	101	120	112
O=C(O)CNC(=O)C(Cl)(Cl)Cl	98	96	85	104	107	97	101	106	95
CC(CO)NC1CCCCC1 (stereo not drawn)	102	100	87	106	105	117	114	113	105
COC(=O)[C@@H](C)C[C@H](Cc1cn(C)c2ccccc12)NC(=O)c1csc([C@@H](C[C@H](C(C)C)N(C)C(=O)[C@@H](NC(=O)[C@H]2CCCCN2C)C(C)C)OC(C)=O)n1	38	10.0*	59	17	6.1*	3.4*	9.1*	-59*	27
O=C1C(O)=C(c2ccccc2)C(=O)C(O)=C1c1ccccc1	93	98	99	113	109	102	114	114	107
COc1cc2c(cc1OC)[C@@]13CCN4CC5=CCO[C@H]6CC(=O)N2[C@H]1[C@H]6[C@H]5C[C@H]43	101	99	87	109	103	110	105	107	100
CN(C)c1ccc(C(Cc2ccccc2)NCCO)cc1 (stereo not drawn)	87	99	86	100	82	66	89	83	100

An excerpt from above in order of formula weight, smallest number first:
SMILES	NCI-H322M	HCT-15	SNB-75	HCC-2998	HCT-116	HT29	KM12	COLO 205	SW-620
Cn1nnnc1N	104	107	93	117	104	119	114	108	103
CC(=O)C(C)(C)C	110	96	85	114	101	100	109	115	102
CC(CO)NC1CCCCC1 (stereo not drawn)	102	100	87	106	105	117	114	113	105
Oc1cccc(-c2ccccc2)c1	118	106	102	100	103	122	108	105	102
O=C1O[C@H]2CC[C@H]3SC[C@@H]1N23	93	108	102	106	107	110	105	153	110
CCCCCN(CCCCC)N=O	105	96	81	111	105	116	109	118	102
CC1CCC2CON(C(C)(C)C)C2C1 (stereo not drawn)	98	98	92	104	96	97	108	106	111
O=C1Nc2ccccc2Oc2ccccc21	109	100	97	94	103	99	108	120	111
O=C(O)CNC(=O)C(Cl)(Cl)Cl	98	96	85	104	107	97	101	106	95
CCCCN(CCCC)CCc1ccccn1	103	102	92	116	101	97	105	118	110
N#CC1C(C#N)C2CCC1C1C2N1c1ccccc1 (stereo not drawn)	92	98	87	102	95	114	102	103	100
CN(C)c1ccc(C(Cc2ccccc2)NCCO)cc1 (stereo not drawn)	87	99	86	100	82	66	89	83	100
C#Cc1ccc2c(c1)C(c1ccccc1F)=NCC(=O)N2C	70	28	52	65	17	16	28	18	30
Cc1ccc2oc(=O)c3c(c2c1)OC(N)=C(C#N)C3c1ccco1 (stereo not drawn)	99	103	96	109	100	108	99	/	101
CC(O)CSP(=S)(Oc1ccccc1)Oc1ccccc1 (stereo not drawn)	97	100	94	114	96	103	93	97	92
O=C1NC(=O)C2(CC(C(=O)N(CCCl)CCCl)Oc3ccc(F)cc32)N1 (stereo not drawn)	104	102	103	102	105	90	96	118	105
CC(=O)O[C@H]1CC[C@H]2[C@@H]3CC(=C(Br)Br)C4=CC(=O)CC[C@]4(C)[C@H]3CC[C@]12C	97	77	81	95	52	66	95	81	102
COC(=O)[C@@H](C)C[C@H](Cc1cn(C)c2ccccc12)NC(=O)c1csc([C@@H](C[C@H](C(C)C)N(C)C(=O)[C@@H](NC(=O)[C@H]2CCCCN2C)C(C)C)OC(C)=O)n1	38	10.0*	59	17	6.1*	3.4*	9.1*	-59*	27

Screening results: PubChem, NCI
